VLA-4 inh: inhibition in a human VLA-4 binding assay; P13612; VLA-4 expressing cells, ligand binding flow cytometry; inhibition, % (about 7 µM as worked out from the volumes in the protocol); actives 0.2% (n = 330,000); AID 2557; in the data active = inhibition above about 50%
GLD-1 RNA inh: GLD-1-TGE RNA interaction inhibition (C. elegans) | Q17339 | purified GLD-1 + fluorescein TGE RNA, fluorescence polarization | inhibition, % at 5.96 µM | actives 0.44% (n = 320,000);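 active = percent inhibition above a per-plate cutoff, the plate mean of test compounds plus 3 SD, cut at about 30% in these data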;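 also: 0% = DMSO wells with GLD-1 and probe and 100% = wells lacking GLD-1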
Efflux pump inh: antifungal efflux pump inhibition, Nile Red retention; inhibition, % at 10 µM; actives 0.44% (n = 330,000); AID 485275; S. cerevisiae Candida pump triplex;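 active = plate passing quality check with inhibition over a set limit, or well fluorescence over plate mean plus 4 SD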;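 also: Nile Red retained in pooled yeast measured as flow cytometry median fluorescence; 0% = buffer negative control and 100% = Enniatin B positive control; higher means more Nile Red kept so more efflux inhibition; some compounds called inactive have numbers as strong as hits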
PME-1 primary: PME-1 (human) inhibition; Q9Y570; recombinant PME-1, FP-Rh probe fluorescence polarization; inhibition, % at 5.9 µM; actives 0.53% (n = 320,000); AID 2130;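 active = inhibition above the campaign mean of all compounds plus 3 SD, cut at about 26% in these data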;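 also: competitive labeling of PME-1 active site by serine hydrolase directed probe; 0% = PME-1 with DMSO and 100% = wells lacking PME-1 enzyme; inhibitors block probe labeling so polarization falls and inhibition rises; many of its hits are not listed in these tables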
GRK2 inh: blocks RNA aptamer binding to human GRK2 | inhibition of aptamer binding, % at 10 µM | bead flow cytometry, FAM-aptamer displacement from GRK2 | actives 0.59% (n = 330,000) | AID 488847;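 active = inhibition of aptamer binding above 40%, roughly 3 SD of noise, on plates passing a quality check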;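 also: median bead fluorescence of bound FAM aptamer so fluorescent compounds give negative values; no value below 0 was filed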
MEX-5 binding: C. elegans MEX-5 TCR-2 RNA binding activity; MEX-5/FITC-TCR2 RNA binding, fluorescence polarization; active compounds read low; activity score (negative = inhibition of binding), % at 10 µM; actives 0.38% (n = 300,000);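 active = inhibition past about -25% in most replicates, and total fluorescence under double the plate's negative control median, limit read from the data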;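 also: 0% = DMSO and -100% = 5 µM competing unlabeled TCR2 RNA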
Target sequence (Q9XUB2 whole entry, looked up): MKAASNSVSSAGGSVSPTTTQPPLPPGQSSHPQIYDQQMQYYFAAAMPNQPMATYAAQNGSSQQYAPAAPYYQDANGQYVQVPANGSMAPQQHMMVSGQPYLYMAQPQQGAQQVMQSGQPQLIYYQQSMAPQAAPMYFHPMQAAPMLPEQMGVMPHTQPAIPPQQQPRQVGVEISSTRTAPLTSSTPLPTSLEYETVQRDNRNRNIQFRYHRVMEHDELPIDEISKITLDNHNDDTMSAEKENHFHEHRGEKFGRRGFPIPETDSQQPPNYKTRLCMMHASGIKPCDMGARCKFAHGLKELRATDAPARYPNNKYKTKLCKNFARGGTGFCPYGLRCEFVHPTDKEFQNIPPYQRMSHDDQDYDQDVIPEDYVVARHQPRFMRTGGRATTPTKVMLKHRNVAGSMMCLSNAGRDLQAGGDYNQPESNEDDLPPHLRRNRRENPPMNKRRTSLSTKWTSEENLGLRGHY
Bcl-xL primary: Bcl-xL (human) inhibition; inhibition, % at 10.9 µM; Q07817; actives 0.7% (n = 320,000); GST-Bcl-xL / FITC-Bim BH3 peptide fluorescence polarization;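 active = inhibition above the mean of all tested compounds plus 3 SD, cutoff set per campaign, cut at about 30% in these data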;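 also: 0% = DMSO wells and 100% = unlabeled Bim-BH3 peptide competitor; inhibitors lower millipolarization by displacing the labeled peptide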
Target sequence (Q07817 whole entry, looked up): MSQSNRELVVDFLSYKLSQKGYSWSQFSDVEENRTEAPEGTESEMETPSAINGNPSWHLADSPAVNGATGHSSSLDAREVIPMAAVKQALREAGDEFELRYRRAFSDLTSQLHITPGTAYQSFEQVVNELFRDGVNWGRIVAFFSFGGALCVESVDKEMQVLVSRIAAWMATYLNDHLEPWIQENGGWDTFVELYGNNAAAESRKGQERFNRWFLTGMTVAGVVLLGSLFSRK
MCL1-BIM inh: disrupts human MCL1 binding to BIM-BH3 peptide | AID 2057 | GST-MCL1 / FITC-Bim-BH3 fluorescence polarization | Q07820 | actives 0.68% (n = 320,000) | inhibition, % at 10.9 µM;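 active = inhibition above the mean inhibition of all tested compounds plus 3 SD, set per campaign, cut at about 40% in these data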;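 also: 0% = DMSO wells and 100% = unlabeled Bim-BH3 peptide control; higher means more loss of mP so more displacement of Bim peptide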
Fam108B inh: blocks mouse Fam108B hydrolase in RBBP9 counter-screen. recombinant Fam108B, FP-Rh probe fluorescence polarization. inhibition, % at 9.51 µM. actives 0.33% (n = 300,000);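 active = inhibition above the screen mean inhibition plus 3 SD, computed separately per campaign, cut at about 18% in these data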;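 also: inhibitors lower polarization as less probe binds the enzyme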
Numbers without * were called inactive; . = not tested or not shown.

Molecule,MEX-5 binding,Bcl-xL primary,GLD-1 RNA inh,VLA-4 inh,Fam108B inh,GRK2 inh,PME-1 primary,Efflux pump inh,MCL1-BIM inh
CCOc1ccc(N2C(=O)C(=O)/C(=C(/O)c3ccccc3)C2c2ccccc2[N+](=O)[O-])cc1 (stereo unspecified),0.8,4,-2,7,4,0,16,0.5,-2
Cc1cccc(C(=O)N2CCCC(N3CCN(c4ccccc4F)CC3)C2)n1 (stereo unspecified),0.5,5,3,0,-1,3,3,1.2,-4
COc1cc(SC)ccc1C(=O)N(CC(=O)Nc1ccccc1Br)Cc1ccco1,0.8,-6,1,2,-1,0,0,0.0,-4
Cc1cccc(N2CCN(C(=O)CCn3c(=O)[nH]c4ccsc4c3=O)CC2C)c1 (stereo unspecified),0.8,4,3,-9,-7,0,9,-0.1,2
O=C(O)CCCCCNCc1c(Cl)cccc1Cl,0.0,5,-2,7,0,3,0,0.0,7
COc1cccc(OC)c1Nc1nc(C)nc2c1nnn2Cc1ccccc1Cl,-5.5,1,10,31,2,2,1,0.0,-5
CNC(=O)/C(C#N)=C/c1cccc(Oc2ccccc2)c1,0.7,8,-3,12,2,3,-5,-0.1,3
O=C(COC(=O)c1ccccc1OCC(=O)Nc1ccc(Br)cc1)Nc1ccccc1,1.8,2,5,0,6,0,0,-0.8,5
S=C(NCc1ccco1)N1CCN(C/C=C/c2ccccc2)CC1,-1.2,0,0,-3,0,0,9,0.1,-1
CCCNS(=O)(=O)c1ccc2c(c1)n(C)c(=O)n2C,-0.3,6,5,22,1,0,-3,0.1,6
COc1cc(NC(=O)CCc2ccccc2)c(C(=O)O)cc1OC,2.3,2,1,-3,3,1,0,0.0,10
O=C1c2ccccc2S(=O)(=O)c2cc(N3CCOCC3)ccc21,0.5,11,-8,-14,-3,2,2,-0.1,-10
N#Cc1ccc(Nc2ccccc2)c(N)c1,0.0,7,1,-2,-2,1,-4,0.0,3
O=C(CNC(=O)c1ccc(Br)o1)NCc1ccc(F)cc1,3.1,2,8,12,-1,5,3,0.8,3
CCOC(=O)c1cnc2c(ccc3ccccc32)c1NCCN(C)C,1.0,0,-2,3,-3,0,1,-0.1,7
COc1ccc(/C=N/NC(=O)CSc2ccccn2)cc1OC,1.9,3,2,0,2,0,2,0.2,4
CN(C1CC(C)(C)N(O)C(C)(C)C1)S(=O)(=O)CC12CCC(CC1=O)C2(C)C (stereo unspecified),-0.3,18,30,7,-5,0,-4,0.4,11
CCN(CC)S(=O)(=O)c1cccc(C(=O)N/N=C2\CC(=O)CC(C)(C)C2)c1,-1.5,15,53*,5,6,2,-1,-0.1,19
CC(C)(CN1CCN(Cc2ccccc2)CC1)NS(=O)(=O)c1ccccc1,-0.6,3,0,2,4,0,-4,0.0,-3
Cc1ccc(-c2cc(C(=O)NCC3CCCO3)c3ccccc3n2)cc1C (stereo unspecified),-1.3,11,6,4,0,0,2,-0.2,1
COc1ccccc1N1CCN(C(=O)c2oc3c(c2C)C(=O)CC(C)(C)C3)CC1,0.7,-1,6,-1,1,1,0,0.2,8
Nc1nonc1-n1nnc(C(=O)N/N=C/c2cccc(Cl)c2Cl)c1CN1CCCC1,-1.1,4,6,3,-11,2,-2,0.0,3
C=CCNS(=O)(=O)c1sccc1/C=N/O,-1.1,1,-9,20,-4,6,4,0.0,-4
CCOc1cc(C2NC(=O)c3ccccc3O2)ccc1OC(C)C (stereo unspecified),-1.0,1,5,11,-3,4,-8,0.1,0
CCN1CCN(CC(=O)Nc2cc(S(=O)(=O)N3CCCCC3)ccc2Cl)CC1,.,.,-5,-10,.,0,.,0.6,.
CCOc1cccc(CNCCO)c1OCc1ccc(Cl)cc1Cl,-0.1,7,0,4,7,0,2,0.0,0
CCN1C(=NCC(C)C)N[C@@H](CCc2ccccc2)[C@H](C(=O)NCC(C)C)[C@H]1C,0.7,-2,3,-9,-5,0,-4,0.0,-10
CC(C)(C)c1ccc(/C=C2\Oc3c(ccc(O)c3CN3CCN(CCO)CC3)C2=O)cc1,-21,53*,2,8,-4,2,-18,-0.1,50*
COc1cc(Cl)c(CN2CCCC(CO)(Cc3cccc(Cl)c3)C2)cc1OC (stereo unspecified),-0.2,1,-1,7,-2,0,0,0.0,14
CN(CC(=O)NC1CCCCC1)S(=O)(=O)c1cccc2nsnc12,-0.5,6,0,-3,-3,0,2,-0.1,8
CC(=O)c1sc(NCc2ccc(C)cc2)nc1C,0.6,6,1,4,-1,1,-1,-0.2,7
Cc1cccc2sc(N(CCCN(C)C)C(=O)c3sc4ccccc4c3Cl)nc12,.,3,4,46,0,0,0,0.1,5

Gathered by group: the compounds so far containing a furan ring, fused or not
Molecule,MEX-5 binding,Bcl-xL primary,GLD-1 RNA inh,VLA-4 inh,Fam108B inh,GRK2 inh,PME-1 primary,Efflux pump inh,MCL1-BIM inh
COc1cc(SC)ccc1C(=O)N(CC(=O)Nc1ccccc1Br)Cc1ccco1,0.8,-6,1,2,-1,0,0,0.0,-4
S=C(NCc1ccco1)N1CCN(C/C=C/c2ccccc2)CC1,-1.2,0,0,-3,0,0,9,0.1,-1
O=C(CNC(=O)c1ccc(Br)o1)NCc1ccc(F)cc1,3.1,2,8,12,-1,5,3,0.8,3
COc1ccccc1N1CCN(C(=O)c2oc3c(c2C)C(=O)CC(C)(C)C3)CC1,0.7,-1,6,-1,1,1,0,0.2,8

Reformatted with two lines to a compound: two of the compounds above.
Results follow in this order: MEX-5 binding	Bcl-xL primary	GLD-1 RNA inh	VLA-4 inh	Fam108B inh	GRK2 inh	PME-1 primary	Efflux pump inh	MCL1-BIM inh
CC(C)(C)c1ccc(/C=C2\Oc3c(ccc(O)c3CN3CCN(CCO)CC3)C2=O)cc1
    -21	53*	2	8	-4	2	-18	-0.1	50*
COc1cc(Cl)c(CN2CCCC(CO)(Cc3cccc(Cl)c3)C2)cc1OC (stereo unspecified)
    -0.2	1	-1	7	-2	0	0	0.0	14

The list goes on:
Molecule,MEX-5 binding,Bcl-xL primary,GLD-1 RNA inh,VLA-4 inh,Fam108B inh,GRK2 inh,PME-1 primary,Efflux pump inh,MCL1-BIM inh
CCCS(=O)(=O)c1cnc(C2COc3ccccc3O2)nc1N (stereo unspecified),1.1,2,-6,-7,-6,1,-1,-0.1,4
O=c1[nH]c2cc3c(cc2cc1CN(Cc1cccnc1)Cc1nnnn1Cc1ccco1)OCCO3,-2.7,34*,6,9,3,4,-14,0.1,44*
CSc1nc2c(c(=O)[nH]1)C(c1ccc(Br)cc1)CC(=O)N2 (stereo unspecified),0.1,6,-3,5,-3,1,-6,-0.1,5
COc1ccc(CN2CCC(c3nc4ccc(Cl)cc4[nH]3)CC2)cc1,-4.5,7,-1,11,-2,0,4,0.2,1
COc1ccc(N2CCN(C(=O)Cn3nnc(-c4ccc(OC)c(OC)c4)n3)CC2)cc1,-0.9,2,10,-3,0,1,1,0.2,7
CC(C(=O)Nc1ccc2c(c1)OCCO2)c1ccc([N+](=O)[O-])cc1 (stereo unspecified),0.8,6,2,12,0,3,1,-0.1,3
O=C(CSc1ncn[nH]1)Nc1ccc(S(=O)(=O)N2CCCC2)cc1,2.4,5,5,-7,3,0,-1,-0.3,1
COc1ccc(OCc2cc(C(=O)N(C)CC3CCCCO3)no2)c(Cl)c1 (stereo unspecified),-3.2,2,4,8,0,0,4,0.5,-1
O=C(O/N=C\c1ccc(N2CCCCC2)c([N+](=O)[O-])c1)c1c(F)cccc1F,0.5,-4,2,2,4,0,0,-0.1,0
CN1C(=O)c2ccc(NC(=O)C3CCCCC3)cc2C1=O,0.1,1,1,2,-4,0,1,0.2,-2
COc1ccc(OC)c(NC(=O)CN(c2ccc(C)cc2)S(=O)(=O)c2c(C)noc2C)c1,-1.9,5,-2,8,-2,0,-3,0.3,3
CCOC(=O)c1c(NC(=O)CNCC(O)CO)sc(C)c1C (stereo unspecified),4.2,6,-6,3,2,5,5,0.1,8
C=C(C)CNC(=S)NNC(=O)CCn1c2cc(Cl)ccc2c2ccc(Cl)cc21,3.0,5,7,21,-4,2,-16,0.1,10
Cc1cccc(C(=O)Nc2nnc(SCC(=O)NCc3ccco3)s2)c1,-2.4,-1,3,15,0,1,-8,0.6,-6
CCC1(CC)NC(=O)N(CC(=O)OCC(=O)Nc2ccc(C(F)(F)F)cc2)C1=O,1.9,-11,-4,12,-3,0,1,0.1,-3
Cc1sc(NC(=S)NC(=O)C(C)(C)C)c(C(N)=O)c1C,-2.3,8,19,4,1,4,7,-0.1,16
Cc1ccc(S(=O)(=O)N2CCN(C(=O)CC(C)n3nc(C)c(Cl)c3C)CC2)cc1C (stereo unspecified),-1.7,0,3,-6,-8,4,1,0.5,-1
COCCCN1C(=O)C(=O)/C(=C(/O)c2ccc(S(=O)(=O)N3CCOCC3)cc2)C1c1ccc(F)cc1 (stereo unspecified),-0.4,4,6,0,5,1,-4,0.2,4
COc1ccccc1NC(=O)C1=C(C)Nc2ncnn2C1c1ccccc1C (stereo unspecified),-1.1,2,6,8,1,1,-5,0.1,-2
O=C(c1csc(Nc2ccccc2Cl)n1)N1CCCC1,1.3,6,0,-2,-1,0,8,-0.2,7
O=C1CS/C(=N/N=C2CCCC2)N1,1.4,-3,-4,1,-2,10,-7,0.5,2
CCCCNC(=O)/C=C/c1cccs1,1.9,1,7,-8,2,0,-2,0.6,6

Assay outcomes from PubChem.

Some of the compounds tested (hit frequency here may not be typical).
